# RGS4 inh = inhibitors of human regulator of G protein signaling 4; P49798; Transcreener GDP fluorescence polarization, RGS4-accelerated GTP hydrolysis; Potency, µM (doses to about 114 µM), without a hit: top-dose activity change, negative = inhibition, actives largely listed as inhibitors; actives 0.039% (n = 390,000); AID 504845; note: potency is the fitted concentration of half-maximal effect; % is set by controls: 0 for no effect and ±100 for the full control effect; nearly all actives have a fitted effect of over 75% in size; some results filed as inactive show a strong effect at the top dose
# Target sequence (P49798 whole entry, looked up): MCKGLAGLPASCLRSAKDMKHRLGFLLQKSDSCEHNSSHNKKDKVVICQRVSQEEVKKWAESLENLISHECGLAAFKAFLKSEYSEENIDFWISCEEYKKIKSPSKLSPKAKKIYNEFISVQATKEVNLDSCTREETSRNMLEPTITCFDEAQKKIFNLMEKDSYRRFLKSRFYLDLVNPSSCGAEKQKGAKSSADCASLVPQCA
#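 MLSMR compounds (23 nl, pin-transferred) preincubated 10 min at room temperature with a 500nM (2x) first reagent, then RGS4 at 900nM (2x) plus Transcreener GDP mix added; fluorescence polarization (620/688 nm) read before and after 90 min at 30 °C.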
# ERG-DNA inh = blocks human ERG Ets domain binding to DNA | Potency, µM (highest dose often 76.9 µM), for the others: top-dose FP activity, negative = inhibition, usual class: inhibitors | actives 0.028% (n = 370,000) | AID 624246 | fluorescence polarization, His-ERG Ets domain / labelled DNA | P11308; active = well fitted inhibition curve with a large enough effect in the polarisation, with a control signal flat; inconclusive = small, poorly fitted or top-dose-only effect, or effect the other way, or a change in a side signal; inactive = no such curve, though single readings can be large or run the other way; the % refers to the polarisation;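 note: polarization taken with two DNA probes labelled with fluorescein and Texas red; potency is the fitted concentration of half-maximal effect; % of control where 0% means no effect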
#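 His-tagged ERG Ets domain (1 uM in the protein solution; 300mM KCl, 50mM Tris-HCl, 1mM EDTA, 1mM DTT, pH 7.5) received compound, then a probe mix of 5 nM fluorescein-DNA and 100nM Texas-615-DNA. Fluorescence polarization was read for both dyes.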
# D2 ag = D2 dopamine receptor (human) agonism | HEK293 T-REx D2 cells, calcium flux agonist mode | activation, % at 2 µM | actives 0.53% (n = 340,000) | AID 485358;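 active = activation over 3 SD above normal in the single-dose calcium agonist read, cut at about 30% in these data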; note: 0% is about no effect
#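 Tetracycline-induced HEK293 Trex cells with D2 receptor force-coupled to calcium signaling, plated overnight at 30 C and loaded with no-wash calcium dye. Calcium flux read kinetically for 180 s after compound addition; responses flag agonists.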
# Vif-APOBEC3G blk = blocks the Vif interaction with human APOBEC3G | AID 602310 | Potency, µM (titrated, usually from 46.1 µM), for inactives: at the highest dose activity, negative = active, actives largely listed as inhibitors | actives 0.076% (n = 410,000) | Q9HC16 | HeLa A3G-eYFP + Vif (tagged APOBEC3G with the HIV-1 protein that degrades it), YFP fluorescence, overnight;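 note: potency is the fitted concentration of half-maximal effect; % is set by controls: 0 for no effect and ±100 for the full control effect; nearly all actives have a fitted effect of over 60% in size; hits raise eYFP signal because A3G escapes Vif-driven loss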
#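 Read-out is eYFP fluorescence (Ex 488/Em 500-530) from Vif-expressing HeLa A3G-eYFP cells; more signal means A3G escaped Vif-mediated degradation. Cells plated overnight, compound pinned in, incubated overnight at 37 deg C.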
# Vif-APOBEC3F blk = inhibitors of Vif-A3F interaction. Potency, µM (series often up to 46.1 µM), for the others: top-dose activity, negative = active. actives 0.2% (n = 390,000). HeLa A3F-eYFP + Vif (tagged APOBEC3F with the HIV-1 protein that degrades it), YFP fluorescence increase; note: potency is the fitted concentration of half-maximal effect; % of control where 0% means no effect; nearly all actives have a fitted effect of over 65% in size
#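 Fluorescence increase (Ex 488/Em 500-530) after overnight compound treatment at 37 deg C flags inhibition of Vif-driven A3F-eYFP loss in stable HeLa A3F-eYFP/Vif cells seeded overnight beforehand.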
# 12-LOX inh = ALOX12 (human) lipoxygenase inhibition | Potency, µM (titrated, usually from 108 µM), for inactives: at the top dose activity change, negative = inhibition, actives largely listed as inhibitors | actives 1.1% (n = 580,000) | purified 12hLO, xylenol orange hydroperoxide absorbance; note: potency is the fitted concentration of half-maximal effect; % is set by controls: 0 for no effect and ±100 for the full control effect
# Target sequence (P18054 whole entry, looked up): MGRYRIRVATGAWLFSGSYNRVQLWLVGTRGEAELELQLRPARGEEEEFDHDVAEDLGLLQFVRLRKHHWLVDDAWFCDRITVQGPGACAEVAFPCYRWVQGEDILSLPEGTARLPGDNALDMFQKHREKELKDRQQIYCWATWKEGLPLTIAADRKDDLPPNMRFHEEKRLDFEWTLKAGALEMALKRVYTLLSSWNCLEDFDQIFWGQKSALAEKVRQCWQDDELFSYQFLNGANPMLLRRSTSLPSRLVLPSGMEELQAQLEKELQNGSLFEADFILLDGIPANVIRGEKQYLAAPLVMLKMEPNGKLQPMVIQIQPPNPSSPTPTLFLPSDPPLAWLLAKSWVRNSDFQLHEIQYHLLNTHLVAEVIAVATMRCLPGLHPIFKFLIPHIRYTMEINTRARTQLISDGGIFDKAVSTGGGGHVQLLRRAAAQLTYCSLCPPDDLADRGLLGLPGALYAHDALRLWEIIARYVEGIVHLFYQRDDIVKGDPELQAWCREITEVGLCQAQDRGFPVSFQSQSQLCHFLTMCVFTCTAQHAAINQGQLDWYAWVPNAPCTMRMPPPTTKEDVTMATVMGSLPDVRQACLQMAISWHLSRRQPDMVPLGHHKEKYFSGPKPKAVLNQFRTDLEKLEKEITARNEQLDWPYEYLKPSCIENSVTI
#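 Hydroperoxide product was detected by ferrous iron/xylenol orange as the 573 to 405 nm absorbance ratio. Arachidonic acid at 40 uM (final) was turned over for 30 min at room temperature by 150 nM human 12hLO, pH 7.0 Hepes buffer, after 15 min compound preincubation.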
# LDHA block = inhibitors of human lactate dehydrogenase A; P00338; purified LDHA, NADH/diaphorase-resazurin fluorescence; hits give low values; activity change, % (values are at about 110 or 230 µM); actives 0.15% (n = 480,000); AID 1347041; in the data active = activity change below about -30%; inconclusive = mostly about -25% to -30%;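 note: plate controls were DMSO wells for no effect and wells without enzyme for full effect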
#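 Resorufin fluorescence (ex540/em590), read at 0 and 20 min after diaphorase/resazurin addition, reports the NADH left after a 5 min room-temperature reaction of 2 nM human LDH5 with 0.06 mM NADH and 0.2 mM pyruvate.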
# D2 antagonist = antagonists of human D2 dopamine receptor; P14416; actives 2% (n = 340,000); AID 485344; HEK293 TREx D2 cells, calcium flux, dopamine EC80; inhibition, % at 10 µM; in the data active = inhibition above about 30%; note: 0% is about no effect
#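 Tetracycline-induced HEK293 T-REx cells expressing D2 force-coupled to calcium signalling were dye-loaded, exposed to compound for 180 s, then challenged with an EC80 of dopamine; calcium flux was followed kinetically for a further 180 s.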
# Glioma ERSR ind = ER stress response induction in glioma. U87-MG GRP78 promoter luciferase reporter, 16 h. Potency, µM, for inactives: top-dose activation, most hits filed as activators. actives 0.02% (n = 420,000). AID 602332; note: potency is the fitted concentration of half-maximal effect; series mostly up to about 76 µM; % of control where 0% means no effect; nearly all actives have a fitted effect of over 35% in size
#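 Stably transfected U87-MG glioma cells carrying a GRP78-based luciferase sensor; 16 h compound incubation. Luminescence end-point read 10 min after Bright-Glo addition at room temperature.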
# Active calls of the source: *; ? = inconclusive; nt = no result given; & = joins results of further samples; [ ] = another dose, or the depositor's remark. Unless noted, calls come from the whole dose curve; as a rule, active = well fitted curve in the direction sought with a large enough effect; inconclusive = small, poorly fitted or top-dose-only effect, or another doubt; inactive = no such curve, though single readings can be large; an effect the other way counts as inactive or inconclusive.
SMILES,RGS4 inh,ERG-DNA inh,D2 ag,Vif-APOBEC3G blk,Vif-APOBEC3F blk,12-LOX inh,LDHA block,D2 antagonist,Glioma ERSR ind
O=C(Nn1cnnc1)c1csc2ccccc12,14.4%,1.5%,nt,-0.5%,0.8%,-19.1%,1.7,nt,2.6%
CC(=O)N1CCN(CC(=O)Nc2ccccc2C(=O)NCc2ccc(C)cc2)CC1,5.3%,7.6%,0.2,0.1%,7.9%,-11.8%,-2.4,-2.6,-0.9%
Cc1[nH]c2ccc(Br)cc2c1CCNC(=O)c1cc2ccccc2oc1=O,-12.9%,2.8%,-0.3,-1.8%,-3.1%,-8.2%,-3.4,nt,0.7%
O=C1CC(c2ccccc2)Sc2nc3ccccc3n21 (configuration not stated),-26.3%,7.1%,0.9,-3.0%,15.3%,4.6%,-3.3,9.9,-4.7%
O=C(O)CN1C(=O)/C(=C\c2cccc(OCc3ccc(Cl)cc3)c2)SC1=S,?,6.2%,0.3,-5.0%,-15.8%,?,-17.8,-1.9,-1.2%
CN(c1ccccc1N(C)S(=O)(=O)c1ccccc1)S(=O)(=O)c1ccccc1,7.9%,7.6%,nt,-0.9%,3.2%,0.0%,-1.4,nt,-6.3%
CCOC(=O)c1cnc2ccccc2c1Nc1ccc(N2CCOCC2)cc1,15.8%,-10.3%,2.3,-4.7%,-1.4%,-16.8%,-2.6,nt,-3.4%
C=C(C)CNC(=O)CCc1nnc(C2(c3ccc(Cl)cc3)CCC2)o1,-8.4%,-13.0%,0.1,0.0%,-5.5%,-2.3%,-2.4,-5.8,-2.6%
CCOc1ccc(C(=O)NC(C)(C)CC)cc1,1.1%,6.3%,0.1,-5.7%,1.4%,5.0%,-17.0,-10.6,8.5%
Cc1ccc(C)c(CNS(=O)(=O)c2c(C(=O)N3CCCC3)c(C)n(C)c2C)c1,0.1%[11.4 µM],5.1%,0.6,-1.0%,-16.7%,-1.3%,-4.3,9.7,-6.8%
COc1cccc(Cn2cc(-c3cccc(C(F)(F)F)c3)nn2)c1,6.5%,0.2%,0.5,-4.4%&0.7%,3.8%,?,1.5,5.3,-1.6%&3.2%
CC(=O)Oc1ccc(C(=O)[C@H]2[C@H]3C(=O)N(c4ccc(C)cc4)C(=O)[C@H]3[C@@H]3C=CC=NN32)cc1,-18.8%,10.9%,0.4,0.0%,9.2%,?,0.1,-0.5,5.3%
Cc1ccccc1NC(=O)Cn1nnc(C(=O)NCc2ccco2)c1N,?,-3.2%&-8.0%,0.6&0.7,?,?,2.0%&0.0%,-0.1&-5.3,21.3,1.2%&-3.9%
Cc1c(C(=O)N2CCCCCC2)c(S(=O)(=O)Nc2cccc(F)c2)c(C)n1C,0.5%[56.9 µM],-3.8%,nt,1.1%,-8.4%,6.8%,-5.8,nt,-3.6%
Cc1cc(C)c(S(C)(=O)=O)c(Oc2ccc(C(C)(C)C)cc2)n1,-13.3%,0.2%,1.1,-0.2%,4.5%,4.1%,1.1,8.9,-3.2%
COC(=O)C1=NN[C@H](C(=O)OC)[C@H]1c1ccccc1,-2.4%,-6.4%,0.2,0.6%,5.6%,4.9%,-5.0,-5.1,-3.4%
CCN(CC)C(=O)CN1CCN(c2ccccc2F)CC1,3.7%,nt,0.0,-0.8%,-1.7%,?,-8.0,7.3,-4.1%
O=C(Cn1ccnc1)c1ccc(Cl)cc1,-0.9%,-0.4%,-0.7,5.4%,-0.3%,0.0%,-9.1,17.4,-3.9%
Cn1nc(SCc2ccccc2)c(=O)[nH]c1=O,nt,nt,nt,3.1%,1.8%,-13.4%,-2.3,nt,-1.3%
COc1ccc(N2CCN(c3oc(/C=C/c4ccc(F)cc4)nc3C#N)CC2)cc1,0.5%,2.2%,0.3,nt,nt,-14.5%,5.9,nt,nt
CN(C)CCNC(=O)Nc1ccc(F)cc1F,26.8%,6.1%,0.0,1.4%,12.5%,-4.2%,-6.6,5.6,-2.3%
C[C@@H]1CN([C@@H](C)CO)C(=O)c2cc(NC(=O)C3CCCCC3)ccc2O[C@@H](C)CCCCO[C@@H]1CN(C)Cc1ccncc1,nt,nt,nt,3.5%,1.6%,-24.0%,3.2,nt,-1.2%
CN(C)c1ccc(CNC(=O)CCc2ccc(S(=O)(=O)N3CCCCCC3)cc2)cc1,27.1%,3.3%,0.0,1.3%,-5.6%,-16.8%,0.0,-22.8,-1.6%
Cc1nc(-c2cccc(S(=O)(=O)N3CC(C)CC(C)C3)c2)cs1 (configuration not stated),17.8%,-2.3%,-1.5,0.9%,0.1%,0.0%,-2.1,20.1,1.5%
CC(=O)c1cccc(NC(=O)c2cc3nc(C)cc(C)n3n2)c1,-33.5%,-0.4%,0.5,-4.5%,4.9%,13.5%,-1.9,1.1,-1.4%

# Entries of single compounds, quoted from the list. Values in the order: RGS4 inh | ERG-DNA inh | D2 ag | Vif-APOBEC3G blk | Vif-APOBEC3F blk | 12-LOX inh | LDHA block | D2 antagonist | Glioma ERSR ind
# CN(C)CCNC(=O)Nc1ccc(F)cc1F is listed as 26.8% | 6.1% | 0.0 | 1.4% | 12.5% | -4.2% | -6.6 | 5.6 | -2.3%
# O=C(Cn1ccnc1)c1ccc(Cl)cc1 is listed as -0.9% | -0.4% | -0.7 | 5.4% | -0.3% | 0.0% | -9.1 | 17.4 | -3.9%
# CC(=O)Oc1ccc(C(=O)[C@H]2[C@H]3C(=O)N(c4ccc(C)cc4)C(=O)[C@H]3[C@@H]3C=CC=NN32)cc1 is listed as -18.8% | 10.9% | 0.4 | 0.0% | 9.2% | ? | 0.1 | -0.5 | 5.3%
# O=C(O)CN1C(=O)/C(=C\c2cccc(OCc3ccc(Cl)cc3)c2)SC1=S is listed as ? | 6.2% | 0.3 | -5.0% | -15.8% | ? | -17.8 | -1.9 | -1.2%
# Cn1nc(SCc2ccccc2)c(=O)[nH]c1=O is listed as nt | nt | nt | 3.1% | 1.8% | -13.4% | -2.3 | nt | -1.3%

# Going on with the list:
SMILES,RGS4 inh,ERG-DNA inh,D2 ag,Vif-APOBEC3G blk,Vif-APOBEC3F blk,12-LOX inh,LDHA block,D2 antagonist,Glioma ERSR ind
CCc1ccccc1Nc1ncnc2ccccc12,-11.2%,-2.2%,0.5,-8.5%,16.9%,-21.9%,-0.7,-20.9,-3.7%
CCOc1ccc2c(c1)c(=O)c(C(=O)c1ccc(CC)cc1)cn2CC(=O)Nc1ccccc1C,19.8%,-2.9%,1.0,-4.7%,-1.2%,-19.0%,-6.9,nt,-1.6%
O=C(N/C(=C/c1ccccc1)C(=O)N1CCOCC1)c1ccc([N+](=O)[O-])cc1,-6.8%,1.2%,0.8,-4.7%,1.6%,-2.7%,-1.9,6.8,-1.3%
Cc1ccc(-c2n[nH]c3c2C(c2cccc(O)c2)N(c2ccc(C(=O)O)cc2)C3=O)cc1 (configuration not stated),-25.3%&-18.6%,-3.6%&0.0%,-0.1&1.9,-1.1%&0.1%,6.7%&6.9%,?,-2.8&-3.2,-14.3,-1.4%&0.0%
Cc1cc2ncn(S(=O)(=O)c3ccc(F)cc3)c2cc1C,-14.8%,-8.3%,0.9,0.7%,5.4%,-2.4%,-8.9,-6.1,-1.2%
Brc1ccccc1CN1CCC(Cc2ccccc2)CC1,-4.2%,-7.1%,1.1,-4.2%,-4.1%,?,-5.5,17.7,-1.5%
Cc1ccccc1C(=O)/C=C1/c2ccccc2CC(C)(C)N1C,-16.9%,-3.2%,0.1,3.6%,-6.9%,0.0%,4.4,12.0,-0.9%
O=C1c2ccc3c4c(ccc(c24)C(=O)N1c1ccc(O)cc1)C(=O)N(c1ccc(O)cc1)C3=O,-1.1%,5.7%,0.8,1.9%,-5.3%,-18.9%,8.4,-6.4,-0.2%
Cc1[nH]c(=S)c(C#N)c(-c2ccccc2)c1C(=O)Nc1ccccc1,?,6.6%,2.1,0.0%,2.2%,?,-9.5,-13.9,3.7%
CCOC(=O)N1CCN(C(=O)c2ccc3c(c2)N(Cc2ccccc2)CCS3)CC1,-16.1%,-4.0%,0.2,-0.4%,1.8%,-1.3%,5.2,17.9,-2.2%
CCCn1c(SCC(=O)Nc2nccs2)nnc1-c1cccnc1,24.9%,3.7%,0.7,0.9%,-6.1%,?,-3.2,1.9,-0.9%
Cc1cccc(NC(=O)CNC(=O)CN2C(=O)NC3(CCCCC3C)C2=O)c1C (configuration not stated),-0.8%,-7.4%,nt,0.1%,-1.6%,-4.1%,-5.0,nt,-5.0%
Cc1ccc(S(=O)(=O)NCC(=O)NCC(=O)OCC(=O)N2CC(=O)Nc3ccccc32)cc1C,-55.2%[56.9 µM],1.9%,0.5,5.1%,5.8%,4.8%,-2.0,1.5,1.2%
CN(Cc1ccco1)C(=O)Cn1c(=O)oc2cc(S(=O)(=O)NCc3ccccc3)ccc21,13.8%,-0.9%,2.2,4.6%,0.4%,-34.9%,-6.3,-5.3,-2.9%
CO/N=C(\C(=O)N[C@@H]1C(=O)N2C(C(=O)O)=C(COC(C)=O)CS[C@H]12)c1csc(N)n1 (stereo in doubt),-15.9%&-27.7%&-1.0%,-20.0%&-0.9%&-11.8%,-2.7,-2.7%&-0.7%&2.6%,-6.0%&-1.6%&-0.3%,31.0%&5.1%&-2.3%[activator],-12.0&-21.7&-8.0,10.7,0.0%&-2.1%&-4.5%
COc1cccc(N2CCN(C(=O)c3cc4c(s3)CCCCC4)CC2)c1,3.4%,-1.3%,0.0,-0.5%,-8.0%,-6.2%,-0.9,1.7,3.3%

# From PubChem

# The list is partial, so the mix of outcomes need not match the whole.
